High-throughput results from PubChem BioAssay.
DTT redox prof = compounds producing H2O2 with reducing agent – biochemical, NIH compound library profiling, artefact control for MLSCN library redox annotation, primary screen; activation, % at 10 µM; DTT-dependent redox cycling H2O2, phenol red/HRP absorbance; 100% = 100 µM peroxide control, 0% = buffer; 200,000 compounds, 0.03% hits;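 active = activation of at least 50% relative to the plate's high and low controls in the primary single-dose screen; inactive = activation below 50%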;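 also: compound incubated with DTT at 0.8 mM final as the reducing agent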
Hsp70 activator = Hsp70 transcriptional activation, primary screen. HeLa Hsp70 promoter luciferase reporter, luminescence; scaled: vehicle 0, proteasome-inhibitor control 100%. activation, % at 10 µM. 200,000 compounds, 0.04% hits;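 active = activation above the mean across all tested compounds plus 3 SD, cutoff set per campaign, cut at about 5.5% in these data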;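 also: 100% = MG132 at 30 µM as the positive control and 0% = DMSO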
NF-kB expr up = NF-kB expression increase, human neuronal cells | NF-kB reporter expression; hits give high values | fold change at 12.5 µM | 190,000 compounds, 1.6% hits; in the data active = fold change above about 3.3
FLuc inh counter = inhibits firefly luciferase, flagging false hits in luciferase inhibition screens | AID 1006 | ATPLite firefly luciferase biochemical luminescence, 10 min | 200,000 compounds, 1.5% hits | inhibition, % at 10 µM | P08659;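 active = inhibition above about 50% when tested at 10 µM, limit read from the data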
Target sequence (P08659 whole entry, looked up): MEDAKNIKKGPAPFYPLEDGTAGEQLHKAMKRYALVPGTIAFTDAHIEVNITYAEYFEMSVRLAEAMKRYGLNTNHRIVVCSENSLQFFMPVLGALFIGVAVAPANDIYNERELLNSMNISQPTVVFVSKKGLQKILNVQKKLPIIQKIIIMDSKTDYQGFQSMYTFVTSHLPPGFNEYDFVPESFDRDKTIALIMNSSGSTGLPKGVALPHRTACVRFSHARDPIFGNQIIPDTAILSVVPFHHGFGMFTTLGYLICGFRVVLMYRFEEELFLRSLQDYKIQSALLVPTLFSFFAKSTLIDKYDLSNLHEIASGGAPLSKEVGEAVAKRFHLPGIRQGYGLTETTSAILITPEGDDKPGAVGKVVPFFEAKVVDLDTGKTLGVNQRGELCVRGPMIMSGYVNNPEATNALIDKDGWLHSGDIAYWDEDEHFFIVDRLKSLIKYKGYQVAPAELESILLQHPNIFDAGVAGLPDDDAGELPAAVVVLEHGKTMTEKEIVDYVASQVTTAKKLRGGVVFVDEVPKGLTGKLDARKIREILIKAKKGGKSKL
APP 5'UTR act = APP 5'UTR luciferase reporter activation. 190,000 compounds, 1% hits. SH-SY5Y APP 5'UTR luciferase reporter, luminescence; zero percent = DMSO vehicle wells. activation, % at 2 µM;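 active = activation above a set limit, based on mean plus 3 SD of controls, cut at about 140% in these data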; also: values of inactives mirror those of a sister screen read the other way
HMGR II inh = E. faecalis class II HMG-CoA reductase inhibition. 190,000 compounds, 0.41% hits. purified E. faecalis HMGR, NADPH absorbance 340 nm kinetic. inhibition, % at 10 µM;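 active = inhibition above a set limit, the median over all tested compounds plus 3 SD, cut at about 9.5% in these data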;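 also: enzyme runs in reverse so mevalonate oxidation gives rising NADPH absorbance; 0% = complete reaction with DMSO and 100% = background rate lacking mevalonate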
APP transl inh = APP translation inhibition; SH-SY5Y APP 5'UTR-luciferase reporter, luminescence; inhibition, % at 2 µM; 190,000 compounds, 0.82% hits; AID 1285;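 active = inhibition above a set limit, derived from the sample mean plus 3 SD, cut at about 45% in these data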; also: values of inactives mirror those of a sister screen read the other way
STAT1 act = increases IFN-gamma driven STAT1 reporter signal. AID 932. activation (% of control), % at 5.5 µM. 200,000 compounds, 2.6% hits. NIH 3T3 STAT1-luciferase reporter, luminescence; 100% = IFN-gamma alone, no compound;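 active = activation above the screen-wide mean activation plus 3 SD, cut at about 130% in these data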;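 also: raw ratio to IFN-gamma control signal so 100% means no change and 0% no light; values of inactives mirror those of a sister screen read the other way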
FLuc stim CS = firefly luciferase counter-screen for stimulation assays; ATPlite luciferase biochemical, luminescence, 10 min; 0 = ATP-free wells, 1 = DMSO control; activation factor at 10 µM; 200,000 tested, under 10 active; AID 1027;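 active = luciferase activation factor, scaled between plate controls, of at least 2 with compound at 10 µM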
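Assay system: Luciferase/luciferin detection reagent, cell-free biochemical luciferase assay / Read-out: luciferase activation / Benchmarks: No-ATP low control, compound-free enzyme-plus-ATP high control / Medium: PBS buffer for ATP / Detection: luminescence measurement of luciferase light output / Schedule: 10 min at ambient temperature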
G6PDH counter = L. mesenteroides G6PDH inhibition counter-screen; Purified L. mesenteroides G6PDH, diaphorase/resazurin coupled fluorescence, 45 min; inhibition, % at 5 µM; 200,000 compounds, 0.12% hits; AID 1020; in the data active = inhibition above about 50%
* = called active by the depositor; . = no result given.

SMILES | DTT redox prof | Hsp70 activator | NF-kB expr up | FLuc inh counter | APP 5'UTR act | HMGR II inh | APP transl inh | STAT1 act | FLuc stim CS | G6PDH counter
N#Cc1cc2c(nc1SCc1cccnc1)CCCCC2 | 0.5 | -0.2 | 1.6 | 4 | 24 | 1 | -24 | 97 | 1 | 12
CC1N=C2c3ccccc3N=C(SCc3cc(=O)n4cc(Cl)ccc4n3)N2C1=O (stereo unspecified) | 4.5 | -0.4 | 1.1 | -7 | 3 | -11 | -3 | 97 | 1.1 | -7
COc1ccc(Cl)cc1NC(=O)C(=O)N/N=C/c1cc(C)n(-c2ccc(C)cc2)c1C | 0.0 | -0.3 | 1.1 | 8 | -14 | -1 | 14 | 108 | 0.9 | -3
C=CCc1cc(C)cc(C)c1OCCn1cncn1 | 2.4 | -0.2 | 1.2 | -6 | -1 | 0 | 1 | 94 | 1.1 | 2
COc1ccc(/C=C/C(=O)N[C@@H](C)C(=O)O)cc1 | -0.5 | -0.4 | 1.2 | -6 | -15 | -4 | 16 | 106 | 1.1 | 9
O=C(Cn1nc(C(F)(F)F)c2c1CCC2)Nc1ccccc1C(F)(F)F | 0.2 | 0.0 | 1.2 | -5 | 7 | -1 | -7 | 95 | 1 | 2
CC12CCC(C(=O)NCCc3ccccc3)(OC1=O)C2(C)C (stereo unspecified) | 0.2 | 0.0 | 0.87 | -2 | 0 | -2 | 0 | 103 | 1 | 10
Cc1cc(N2CCCC2)nc2c(C)cccc12 | -0.3 | -0.3 | 1.2 | -5 | 10 | 0 | -10 | 97 | 1.1 | 7
Cc1nn(C)cc1C1C(C#N)=C(N)N(c2cccnc2)C2=C1C(=O)CCC2 (stereo unspecified) | 0.0 | 0.0 | 1.2 | -8 | 17 | 0 | -17 | 96 | 1.1 | 12
C=CCn1c(C)csc1=Nc1ccc(C(C)=O)cc1 | -0.7 | 0.1 | 2.1 | 11 | 70 | -6 | -70 | 126 | 0.9 | -6
O=C(NC1CCCCCC1)c1cccc(COCC(F)(F)F)c1 | 0.6 | -0.5 | 1.3 | -6 | -11 | 1 | 11 | 111 | 1.1 | 2
CCCC(=O)NCc1nc2ccccc2n1C | -0.9 | -0.2 | 1.5 | -8 | -20 | 8 | 20 | 99 | 1.1 | -1
COCCNC(=O)c1cc2cc(Br)cc(Br)c2oc1=O | 0.2 | -0.4 | 1.1 | 2 | -7 | 1 | 7 | 111 | 1 | 1
CCOC(=O)c1c(C)[nH]c(C)c1C(=O)COC(=O)/C=C/c1ccc(OC(F)F)cc1 | 0.2 | 0.0 | 0.71 | 2 | 9 | -3 | -9 | 99 | 1 | -7
c1cnc(-c2nnc3n2CCCCC3)cn1 | -0.3 | -0.2 | 1.1 | 1 | -3 | -1 | 3 | 102 | 1 | 11
O=C(NC1CCCC1)C(=O)N(Cc1cccnc1)C(C(=O)NCc1ccco1)c1ccccc1F (stereo unspecified) | 0.7 | -0.1 | 0.92 | -5 | -6 | 3 | 6 | 100 | 1 | 5
Cc1ccccc1C(=O)Nc1ccc(S(=O)(=O)N2CCN(C)CC2)cc1 | 0.2 | 0.0 | 1 | -6 | -1 | -2 | 1 | 113 | 1.1 | 7
Cc1cc(C)c(S(=O)(=O)N2CCCOC2CNC(=O)C(=O)NCc2ccccn2)c(C)c1 (stereo unspecified) | 1.2 | -0.3 | 1 | -5 | 11 | -8 | -12 | 91 | 1.1 | 4
O=C(CSC1CC(=O)N(CCc2ccccc2)C1=O)Nc1cccc(Cl)c1 (stereo unspecified) | -0.1 | -0.2 | 1.4 | -1 | -4 | 2 | 4 | 88 | 1 | 19
Nc1nc(-c2ccccc2)c(-c2ccccc2)s1 | -0.3 | -0.3 | 1 | -12 | -1 | 0 | 1 | 106 | 1.1 | 2
Cc1nnc(SCC(=O)NC2CCCCC2)n1C1CCCCC1 | -0.2 | 0.0 | 0.91 | -2 | 1 | 0 | -1 | 100 | 1 | -6
Cc1nnc(SC(C)C(=O)NC2CCCc3ccccc32)n1-c1ccccc1 (stereo unspecified) | -0.1 | -0.1 | 0.86 | -4 | 11 | -11 | -11 | 100 | 1 | -3
O=C(O)CCS(=O)(=O)c1cc(Br)cc2c1N(C(=O)C1CC1)CC2 | -2.2 | 0.1 | 1.1 | 4 | 20 | -3 | -20 | 100 | 1 | 10
Clc1cccc(CSc2nnc(-c3ccccn3)n2Cc2ccco2)c1 | -0.5 | -0.2 | 0.86 | -8 | -5 | -1 | 5 | 95 | 1.1 | 8
N#CCCCCN1c2cccc3cccc(c23)S1(=O)=O | 16 | -0.2 | 1 | -4 | 9 | 4 | -9 | 92 | 1 | 11

One compound at a time, from the list above. Screens in order: DTT redox prof, Hsp70 activator, NF-kB expr up, FLuc inh counter, APP 5'UTR act, HMGR II inh, APP transl inh, STAT1 act, FLuc stim CS, G6PDH counter
Record of c1cnc(-c2nnc3n2CCCCC3)cn1 = -0.3, -0.2, 1.1, 1, -3, -1, 3, 102, 1, 11
Record of O=C(O)CCS(=O)(=O)c1cc(Br)cc2c1N(C(=O)C1CC1)CC2 = -2.2, 0.1, 1.1, 4, 20, -3, -20, 100, 1, 10

Three compounds from above, reduced to FLuc stim CS and NF-kB expr up.
SMILES | FLuc stim CS | NF-kB expr up
Cc1cc(C)c(S(=O)(=O)N2CCCOC2CNC(=O)C(=O)NCc2ccccn2)c(C)c1 (stereo unspecified) | 1.1 | 1
Cc1nn(C)cc1C1C(C#N)=C(N)N(c2cccnc2)C2=C1C(=O)CCC2 (stereo unspecified) | 1.1 | 1.2
O=C(CSC1CC(=O)N(CCc2ccccc2)C1=O)Nc1cccc(Cl)c1 (stereo unspecified) | 1 | 1.4

Additional entries.
SMILES | DTT redox prof | Hsp70 activator | NF-kB expr up | FLuc inh counter | APP 5'UTR act | HMGR II inh | APP transl inh | STAT1 act | FLuc stim CS | G6PDH counter
O=C(OCN1C(=O)c2ccccc2C1=O)c1ccco1 | -0.6 | -0.2 | 0.91 | -3 | 2 | -5 | -2 | 93 | 1 | 5
Cn1c(SCC(=O)c2ccccc2)nnc1-c1ccc(O)cc1 | 0.1 | 0.1 | 2.2 | 6 | 68 | -6 | -68 | 129* | 0.9 | 12
Cc1nc(C2CC(=O)OC23CCCCC3)cs1 (stereo unspecified) | -0.1 | -0.3 | . | -5 | 5 | . | -5 | 107 | 1.1 | 9
CN(C)C(=O)c1c(NC(=O)c2ccco2)sc2c1CCCCC2 | -0.3 | -0.1 | 0.74 | 0 | 25 | -3 | -25 | 100 | 1 | 14
O=[N+]([O-])c1cccc(C2=NCCC(c3ccccc3)O2)c1 (stereo unspecified) | -0.5 | -0.2 | 1.3 | -8 | -4 | -6 | 4 | 101 | 1.1 | 13
CC(=O)c1ccc(C(=O)N2CCCC(CCC(=O)N(C)CCc3ccccn3)C2)s1 (stereo unspecified) | -10 | 0.0 | 1 | -2 | 0 | -2 | 0 | 106 | 1 | 8
O=C(O)c1ccc2c(c1)S(=O)(=O)N=C1CCCCCN12 | -1.4 | 0.3 | 1.1 | -3 | 14 | 6 | -14 | 104 | 1 | 8
Cn1c(=O)c2c(n(Cc3ccccc3)c1=O)NC(=O)C2CC(=O)N1CCc2ccccc2C1 (stereo unspecified) | -2.0 | -0.1 | 1.1 | -11 | -5 | -2 | 6 | 106 | 1.1 | 0
Cc1noc(/C=C/c2ccco2)c1S(=O)(=O)N1CCC(C(=O)N2CCc3ccccc32)CC1 | -1.2 | -0.1 | 1 | -7 | 26 | -4 | -26 | 100 | 1.1 | 15
CC(NC(=O)OC(C)(C)C)C(=O)N1CCCC1C(=O)NC(Cc1ccccc1)C(N)=O (stereo unspecified) | 2.2 | -0.1 | 1.1 | -2 | 6 | -3 | -6 | 103 | 1 | -4
COc1ccc(C)cc1-n1[nH]nnc1=S | -0.4 | -0.3 | 1.3 | -2 | -9 | -3 | 9 | 97 | 1 | 5
O=C(c1ccco1)N1CCN(c2ccc(Cl)cc2)CC1 | -3.0 | 0.1 | 2.8 | 4 | 67 | 8 | -67 | 134* | 1 | -15
Cc1cc(F)ccc1NC(=O)c1ccc(NS(=O)(=O)c2cc(C(C)(C)C)ccc2C)cc1 | -0.2 | -0.5 | 0.96 | -4 | 3 | -5 | -3 | 96 | 1 | 10
O=C(Cc1cccs1)NCCSc1c(-c2ccc(Cl)cc2)[nH]c2ccccc12 | 4.0 | 0.2 | 0.57 | -3 | 0 | -8 | 0 | 98 | 1 | 12
COc1cccc(COc2ncnc3sccc23)c1 | 0.4 | -0.3 | 1.1 | -11 | -3 | 1 | 3 | 98 | 1.1 | 0
Cc1ccc(C)c(NC(=O)CN(C)C(=O)CCN2C(=O)c3ccccc3C2=O)c1 | 3.9 | -0.2 | 1.2 | -5 | 9 | -2 | -9 | 96 | 1 | 1
Cc1ccc(-c2csc(NC(=O)CCNC(=O)c3ccccc3Cl)n2)cc1 | 0.3 | -0.2 | 1.1 | -2 | 14 | -1 | -14 | 99 | 1 | -4
Cc1c(C(=O)N2CCN(Cc3ccccc3)CC2)sc2ncnc(N3CCOCC3)c12 | -0.4 | 0.2 | 0.92 | 0 | 6 | 0 | -6 | 92 | 1 | 1
CC1=NN(C(C)C)C(=O)C1 | -5.5 | -0.1 | 1.1 | -10 | -2 | -4 | 2 | 101 | 1.1 | 13
COc1ccc(-n2c(=O)c3ccccc3n(Cc3ccccc3F)c2=O)cc1OC | -0.3 | -0.2 | 1 | -6 | -6 | -3 | 6 | 93 | 1.1 | 3
O=C(Nc1ccon1)c1ccc(S(=O)(=O)N2CCCCCC2)cc1 | 0.9 | 0.3 | 1.2 | -9 | 7 | -6 | -7 | 101 | 1.1 | -5
c1ccc(OCCOc2ncnc3ccccc23)cc1 | -1.9 | 0.1 | 2.5 | -7 | 29 | 2 | -29 | 133* | 1.1 | 12
C#CCN(C(=O)CC1C(=O)NCCN1C/C=C/c1ccccc1)C1CCCCC1 (stereo unspecified) | -0.2 | -0.4 | 0.97 | -6 | -2 | 1 | 2 | 96 | 1.1 | 1
CCn1cc(S(=O)(=O)Nc2ccccc2C(F)(F)F)cn1 | -1.4 | 0.0 | 1.2 | -8 | -2 | -3 | 2 | 92 | 1.1 | 8
COCc1ccc(CN2CCCC(CCC(=O)NCc3cccc(OC)c3)C2)o1 (stereo unspecified) | 0.4 | -0.2 | 1.1 | -5 | -6 | -1 | 6 | 97 | 1.1 | 13
CS(=O)(=O)Nc1ccc(C2=NN(S(C)(=O)=O)C(c3ccc4c(c3)OCO4)C2)cc1 (stereo unspecified) | 0.2 | -0.1 | 2.3 | -4 | 66 | 2 | -66 | 143* | 1 | -3
O=C(Nc1cccc(C(=O)N2CCOCC2)c1)c1ccccc1 | 3.0 | 0.1 | 1.2 | -3 | -1 | 3 | 1 | 97 | 1 | 2
O=C(CN1C(=O)C2C3CCC(C3)C2C1=O)NCc1ccco1 (stereo unspecified) | 0.3 | -0.4 | 1.1 | -7 | -8 | 6 | 8 | 89 | 1.1 | 23
Cn1c(SCc2nc(-c3ccc(Cl)cc3)no2)nnc1-c1cccs1 | 4.2 | 0.0 | 1 | -2 | -11 | -1 | 11 | 102 | 1 | 4
Cc1cc(C(=O)NNC(=S)NC(C)c2ccccc2)cs1 (stereo unspecified) | 0.5 | -0.3 | 0.91 | -2 | 5 | -1 | -5 | 101 | 1 | 8
